# BRCA1 expr up: qHTS Assay to Identify Small Molecule Activators of BRCA1 Expression; MCF7-BRCA1-FFLuc reporter, luminescence, 48 h; response scale: scaled: vehicle 0%, 10 µM genistein 100%; Potency, µM (doses to about 46.1 µM), for inactives: at the top dose activation, actives largely listed as activators; 380,000 compounds, 1.1% hits; note: nearly all actives have a fitted effect of over 80% in size; some results filed as inactive show a strong effect at the top dose
#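 First, MCF7-BRCA1-FFLuc cells (2000/well) attach for 2 h; next, compounds are pin-added and incubated 48 h at 37 °C; finally, luciferase reagent is added and luminescence read after 15 min.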
# FLuc modulator: qHTS profiling assay for firefly luciferase inhibitor/activator using purifed enzyme and Km concentrations of substrates (counterscreen for miR-21 project) | purified FLuc, Km substrates, luminescence inhibition | Potency, µM (highest dose often 57.5 µM), without a hit: at the top dose activity change, negative = inhibition, most hits filed as inhibitors | 360,000 compounds, 6.9% hits;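 note: plate controls were vehicle for no effect and reference inhibitor for full effect; nearly all actives have a fitted effect of over 55% in size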
# Target sequence (P08659 whole entry, looked up): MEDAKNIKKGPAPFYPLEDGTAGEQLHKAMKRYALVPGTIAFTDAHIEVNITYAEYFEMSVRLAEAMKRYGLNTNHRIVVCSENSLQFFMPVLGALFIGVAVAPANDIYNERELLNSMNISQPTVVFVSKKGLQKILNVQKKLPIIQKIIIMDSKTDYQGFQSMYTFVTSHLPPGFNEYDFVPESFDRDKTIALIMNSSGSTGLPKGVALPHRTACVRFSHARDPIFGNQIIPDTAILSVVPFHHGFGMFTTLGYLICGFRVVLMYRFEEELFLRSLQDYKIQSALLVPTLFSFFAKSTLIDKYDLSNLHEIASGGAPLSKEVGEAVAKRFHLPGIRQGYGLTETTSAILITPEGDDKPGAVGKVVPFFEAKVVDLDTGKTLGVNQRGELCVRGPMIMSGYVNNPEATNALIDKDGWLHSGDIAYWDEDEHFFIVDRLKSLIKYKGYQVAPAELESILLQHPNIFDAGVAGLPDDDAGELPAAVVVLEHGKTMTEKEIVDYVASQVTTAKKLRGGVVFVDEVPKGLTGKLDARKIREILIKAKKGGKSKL
#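 Biochemical qHTS of compounds, final roughly 60 µM downward over six points, against 10 nM purified firefly luciferase using Km concentrations of substrates (10 uM D-luciferin, 10 uM ATP) in Tris acetate pH 7.5 buffer; luminescence output.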
# Numbers without * were called inactive; u = inconclusive. Calls come from the whole dose curve; as a rule, active = well fitted curve in the direction sought with a large enough effect; inconclusive = small, poorly fitted or top-dose-only effect, or another doubt; inactive = no such curve, though single readings can be large; an effect the other way counts as inactive or inconclusive. Potency is the fitted concentration of half-maximal effect. Not all compounds are listed; count on the stated rates, not on these rows.
SMILES,BRCA1 expr up,FLuc modulator
CCC(=O)Nc1c(C(=O)N2CCN(c3ccc(F)cc3)CC2)oc2ccccc12,1%,-3%
COc1ccc(-n2c(=O)c3sc4ccccc4c3n(Cc3ccccc3)c2=O)cc1,11%,3%
Cc1ccc(NC(=O)Cn2c(=O)n(Cc3ccco3)c(=O)c3ccccc32)cc1,-9%,1%
COc1ccc(-c2cc(-c3ccc4c(c3)NC(=O)CO4)nc3c2COc2ccc(F)cc2-3)cc1,-10%,-5%
CCc1ccccc1N(C)C(=O)Cn1cnc2sc(C)c(S(=O)(=O)N3CCN(c4ncccn4)CC3)c2c1=O,2%,-3%
CCOc1ccc(S(=O)(=O)Nc2cc(Cl)ccc2OC)c2cccnc12,-56%,-19%
CC(C)c1nn2c(=O)cc(COC(=O)CNC(=O)c3ccccc3)nc2s1,0%,-6%
COC(=O)c1c(SC)nc2ccccc2c1OCc1ccc(C)cc1C,-33%,4%
Cc1ccc(NC(=O)CN2C(=O)CCSc3ccccc32)c(C)c1,-4%,1%
COc1cc(C(CC(=O)NCc2ccc(F)cc2)N2Cc3ccccc3C2=O)cc(OC)c1OC (centres undefined),-16%,-2%
CCOC(=O)C1(C)C=C(Nc2cccc(C(=O)O)c2)C(=O)N1c1cccc(C(=O)O)c1 (centres undefined),12%,u
COc1ccccc1CNC(=O)c1ccc2nc(N3CCCCC3)sc2c1,u,u
COc1ccccc1Nc1ncnc2c1nc1n2CCCCC1,218%,-14%
COc1ccc(-n2c(SCc3nc(-c4ccc(C)cc4)no3)nnc2-c2ccncc2)cc1,4%,2%
CCOc1ccc2c(c1)c(=O)c(C(=O)c1ccc(CC)cc1)cn2CC(=O)Nc1cccc(Cl)c1,9%,-3%
CCc1cccc(-n2nnc(S(=O)(=O)c3ccc(OC)cc3)c2C)c1,-16%,5%
O=C(Nc1cc(-c2nc3cc(Cl)ccc3o2)ccc1Cl)c1cccs1,-34%,3%
CCn1c(=O)c2cc(C(=O)NCCc3cc(OC)ccc3OC)sc2c2ccccc21,17%,-10%
CCC(C)[C@H](N)c1nnc(SCc2ccc(Cl)c(Cl)c2)o1 (some centres undefined),0%,1%
O=C(NCc1nc2ccccc2[nH]1)c1c(F)cccc1F,3%,-7%
CCCSc1ncc(Cl)c(C(=O)Nc2sc3c(c2C(=O)NCC)CCCC3)n1,17%,-4%
COc1ccc(OCc2nc(C#N)c(NCc3ccccc3Cl)o2)cc1,2%,-2%
Cc1ccc(CNCc2cccn2-c2nnc(N3CCCC3)s2)cc1,-17%,1%
CCOc1ccccc1NC(=O)CN1C(=O)C2(SCC(=O)N2c2ccc(C)cc2)c2ccccc21 (centres undefined),-45%,-7%
CCCCOc1cccc(C(=O)Nc2cc(NC(=O)c3ccco3)ccc2OC)c1,-37%,u
O=S(=O)(Nc1cccc(-c2ccc(N3CCCCC3)nn2)c1)c1ccc(F)cc1F,52%,1.9µM*
COc1ccc(-c2cc(C(F)(F)F)nc(SCCC(=O)Nc3ccc(NC(C)=O)cc3)n2)cc1,10%,0%
Cc1ccc(NC(=O)CN2C(=O)C3(SCC(=O)N3c3ccc(F)c(F)c3)c3ccccc32)c(C)c1 (centres undefined),-39%,4%
O=C(COc1ccccc1F)Nc1ccc2nc(SCC(=O)N3CCc4ccccc43)sc2c1,0%,-11%
O=C(Cn1c2ncccc2c(=O)n1-c1ccccc1)Nc1cccc(C(F)(F)F)c1,1%,-5%
O=C(CCNS(=O)(=O)c1ccc2c(c1)CCN2C(=O)C1CC1)Nc1ccc(OC(F)(F)F)cc1,-11%,3%
Cc1ccc2oc(-c3ccc(C)c(NC(=O)c4ccc5c(c4)OCCO5)c3)nc2c1,-2%,-16%
O=C(CSc1nc2c([nH]c3ccccc32)c(=O)n1-c1ccc(F)cc1)N1CCc2ccccc21,20%,0%
COc1cc(Cl)c(C)cc1NC(=O)c1cn(CC(C)C)c(=O)c2cc(OC)c(OC)cc12,2%,2%
CCOC(=O)c1ccc(NS(=O)(=O)c2cc(Br)cc3c2N(C(C)=O)C(C)C3)cc1 (centres undefined),-34%,u
CCN(c1cccc(C)c1)S(=O)(=O)c1cc(Br)cc2c1N(C(C)=O)C(C)C2 (centres undefined),-25%,-5%
CCOc1ccc(-n2c(CC)nc3c(cnn3-c3ccc(Cl)cc3)c2=O)cc1,0%,-9%
Cc1cc(Nc2cccc(Br)c2)n2c(nc3ccccc32)c1C#N,8%,4%
CCc1ccc(NC(=O)c2cc(S(=O)(=O)N3CCCC3)ccc2F)cc1,18%,-9%
CCc1ccc(NC(=O)CCNS(=O)(=O)c2ccc3c(c2)CCCC(=O)N3)cc1,-5%,8%
COc1cccc(C(=O)Nc2c(C(=O)N3CCN(c4ccc(F)cc4)CC3)oc3ccccc23)c1,1%,-4%
CCOC(=O)c1c(NC(=O)CSc2nc(-c3ccc(OC)cc3)cc(C(F)(F)F)n2)sc(C)c1C,5%,-2%
Cc1ccc(-n2nnnc2SCC(=O)NCCc2ccccc2)cc1C,4%,-12%
CCSc1nc2c([nH]c3ccccc32)c(=O)n1-c1ccc(F)cc1,15%,-4%
CCOC(=O)c1cc(-c2ccc(C)cc2)n(CCC(=O)Nc2ccc(C(C)C)cc2)c1C,-17%,3%
COc1ccc(N2CCN(c3ncccc3-c3nc(-c4ccccc4C)no3)CC2)cc1,0%,15µM*
Cc1ccc(CCNC(=O)CCS(=O)(=O)c2cc3c(cc2Cl)NC(=O)CO3)cc1,9%,0%
COc1cc(C)ccc1OCCSc1nc2ccc(NC(=O)c3ccc4c(c3)OCO4)cc2s1,0%,-13%
COC(=O)c1ccc(OCC2c3cc(OC)c(OC)cc3CCN2C(=O)c2ccccc2F)cc1 (centres undefined),-38%,0%
COc1ccccc1-c1noc(-c2ccc(N(C)Cc3ccccc3)c([N+](=O)[O-])c2)n1,-3%,u
CCOC(=O)c1cc(S(=O)(=O)Nc2cc(OC)ccc2OC)[nH]n1,8%,-15%
CCCN1CCN(c2ncnc3sc(C(=O)Nc4ccc(N(CC)CC)cc4C)c(C)c23)CC1,-8%,-16%
Cc1csc2nc(COc3ccc(NC(=O)COc4ccccc4F)cc3)cc(=O)n12,15%,-3%
COc1ccc(-c2cc3ncc(C(=O)c4cc([N+](=O)[O-])ccc4O)cn3n2)cc1,-26%,u
O=c1c2sc3ccccc3c2n(Cc2cccc(C(F)(F)F)c2)c(=O)n1-c1ccccc1,0%,1%
COc1ccc(-c2nc(C)c(CCNS(=O)(=O)c3cc(Cl)ccc3Cl)s2)cc1,0%,-16%
COCCn1ccc2c(OCC(=O)Nc3cccc(OC)c3)cccc2c1=O,0%,-8%
N#Cc1ccccc1NC(=O)Cn1cnc2onc(-c3cccc(F)c3)c2c1=O,5%,-1%
CCOC(=O)c1cnc2c(ccc3ccccc32)c1Nc1ccccc1O,-12%,-5%
Cc1ccc(NC(=O)Cn2c(=O)n(CC3CCCO3)c(=O)c3ccccc32)cc1 (centres undefined),9%,-6%

# The listing continues.
SMILES,BRCA1 expr up,FLuc modulator
Cc1cccc(N2CCN(C(=O)CN3C(=O)COc4ccc(S(=O)(=O)N5CCCC5)cc43)CC2)c1C,8%,-2%
CCOC(=O)c1c(C)[nH]c(C)c1S(=O)(=O)N1CCC(C(=O)Nc2cc(Cl)ccc2OC)CC1,2%,-13%
CCOc1ccccc1NC(=O)N(C)CCc1c(C)nn(CC)c1C,0%,-10%
CC1=C(C(=O)OC2CCCC2)C(c2ccc(F)cc2F)CC(=O)N1 (centres undefined),-13%,0%
Cc1cccc(N2CCN(C(=O)c3oc(=O)c4ccccc4c3-c3ccccc3)CC2C)c1 (centres undefined),10%,4%
Cc1cccc(Cn2cc(C(=O)Nc3ccc(S(N)(=O)=O)cc3)ccc2=O)c1,1%,1%
C=CCc1ccccc1OCCSc1nc(-c2ccccc2F)nc2cc(=O)[nH]n12,0%,u
O=C1CCCc2cc(S(=O)(=O)N3CCCC(C(=O)Nc4ccc(F)c(Cl)c4)C3)ccc2N1 (centres undefined),-26%,-11%
COc1ccc(CNC(=O)C2CCN(S(=O)(=O)c3ccc4nc5c(c(C(=O)O)c4c3)CCCC5)CC2)cc1,-6%,u
Cc1cccc(CCn2c(=O)c3ccccc3n(Cc3ccccc3C)c2=O)c1,1%,-16%
CCC(C(=O)N1CCN(c2ccccc2)CC1)n1c(C)c2cnn(-c3ccccc3)c(=O)c2c1C (centres undefined),0%,1%
COc1cc(OC)c(NC(=O)CCc2c(C)nc3ncnn3c2C)cc1Cl,-6%,0%
CN(C)S(=O)(=O)c1ccc(C(=O)Nc2c(C(=O)Nc3ccc(F)cc3)oc3ccccc23)cc1,5%,-12%
COc1ccccc1C(=O)Nc1ccc2nc(SCC(=O)N(C)c3ccccc3)sc2c1,0%,-18%
O=C(COc1ccccc1[N+](=O)[O-])Nc1ccc(-c2nc3ccccc3s2)cc1,0%,-3%
COc1ccc(-c2cc3nc(C)c(CCC(=O)N4CCN(c5ccccc5F)CC4)c(C)n3n2)c(OC)c1,8%,-10%
CCOC(=O)c1noc2ncnc(N3CCN(c4ccccc4OC)CC3)c12,-3%,1%
Fc1ccc(CNc2nc3c(-c4ccc(F)cc4)nnn3c3ccccc23)cc1,-19%,1%
Cc1ccc2nc(SCc3nc(-c4ccccc4C)no3)[nH]c2c1,-15%,-19%
O=C(Nc1ccc(F)c(Cl)c1)c1ccc2c(Cl)c3c(nc2c1)CCCC3,53%,-3%
O=C(Nc1cccc2cccnc12)c1cccc2c(Br)cccc12,-31%,-3%
Cc1c(Cl)cccc1NC(=O)c1ncoc1-c1ccco1,-60%,-2%
Cc1ccc2c(c1)-c1nc(-c3ccc4c(c3)NC(=O)CO4)cc(-c3ccccc3)c1CO2,0%,0%
Cc1ccc(C)c(NC(=O)CSc2nc(=O)n(Cc3ccccn3)c3c2CCC3)c1,1%,5%
Cc1cc(F)ccc1NC(=O)c1sc2nc(-c3cccs3)ccc2c1N,16%,3%
COc1ccc2oc(-c3ccc(C)c(NC(=O)c4ccc(-c5ccccc5[N+](=O)[O-])o4)c3)nc2c1,3%,u
COc1ccc(OC)c(CCNC(=O)c2cc3c(=O)oc4ccc(C)cc4c3s2)c1,-1%,-2%
COc1cccc(C2=NN(C(C)=O)C(c3cn(-c4ccccc4)nc3-c3cccs3)C2)c1 (centres undefined),2%,0%
O=[N+]([O-])c1cc(-c2nc(-c3ccccc3)no2)ccc1N1CCCCC1,-35%,-1%
Cc1ccccc1OCC(=O)Nc1c(C(=O)Nc2ccccc2F)oc2ccccc12,10%,1%
COc1ccc(CCN2C(=O)NC(NC(=O)c3ccccc3OC)(C(F)(F)F)C2=O)cc1OC (centres undefined),-6%,3%
Cc1ccc(C(CC(=O)Nc2ccc(C)cc2C)N2Cc3ccccc3C2=O)cc1 (centres undefined),-11%,-11%
O=C(CSc1cn(CCNC(=O)c2ccccc2F)c2ccccc12)Nc1ccc2c(c1)OCCO2,-1%,13µM*
CCc1ccc(-n2c(=O)c3c4c(sc3n(CC(=O)c3ccc(Br)cc3)c2=O)CCC4)cc1,7%,-11%
CCCCOc1ccc(CNC(=O)c2ccc(NC(=O)N3CCCCc4ccccc43)cc2)cc1,0%,-12%
COc1ccccc1Nc1nc(N)nc(N)c1S(=O)(=O)c1ccccc1,-10%,-2%
Cc1oc2ncn(C)c(=O)c2c1C(=O)N1CCN(c2cccc(C(F)(F)F)c2)CC1,0%,-7%
O=C(NCCc1ccc(Cl)cc1)c1ccc2c(c1)N(Cc1ccccc1F)C(=O)c1ccccc1S2(=O)=O,-20%,0%
O=C(NCc1ccc(Cl)cc1)c1ccc2oc(=O)n(Cc3ccccc3)c2c1,16%,-10%

# Exported with values under each structure: 14 of the compounds above.
# Values run as follows: BRCA1 expr up	FLuc modulator
> Cc1cc(F)ccc1NC(=O)c1sc2nc(-c3cccs3)ccc2c1N
    16%	3%
> COc1ccc2oc(-c3ccc(C)c(NC(=O)c4ccc(-c5ccccc5[N+](=O)[O-])o4)c3)nc2c1
    3%	u
> COc1ccc(OC)c(CCNC(=O)c2cc3c(=O)oc4ccc(C)cc4c3s2)c1
    -1%	-2%
> COc1cccc(C2=NN(C(C)=O)C(c3cn(-c4ccccc4)nc3-c3cccs3)C2)c1 (centres undefined)
    2%	0%
> O=[N+]([O-])c1cc(-c2nc(-c3ccccc3)no2)ccc1N1CCCCC1
    -35%	-1%
> Cc1ccccc1OCC(=O)Nc1c(C(=O)Nc2ccccc2F)oc2ccccc12
    10%	1%
> COc1ccc(CCN2C(=O)NC(NC(=O)c3ccccc3OC)(C(F)(F)F)C2=O)cc1OC (centres undefined)
    -6%	3%
> Cc1ccc(C(CC(=O)Nc2ccc(C)cc2C)N2Cc3ccccc3C2=O)cc1 (centres undefined)
    -11%	-11%
> O=C(CSc1cn(CCNC(=O)c2ccccc2F)c2ccccc12)Nc1ccc2c(c1)OCCO2
    -1%	13µM*
> CCc1ccc(-n2c(=O)c3c4c(sc3n(CC(=O)c3ccc(Br)cc3)c2=O)CCC4)cc1
    7%	-11%
> CCCCOc1ccc(CNC(=O)c2ccc(NC(=O)N3CCCCc4ccccc43)cc2)cc1
    0%	-12%
> COc1ccccc1Nc1nc(N)nc(N)c1S(=O)(=O)c1ccccc1
    -10%	-2%
> Cc1oc2ncn(C)c(=O)c2c1C(=O)N1CCN(c2cccc(C(F)(F)F)c2)CC1
    0%	-7%
> O=C(NCCc1ccc(Cl)cc1)c1ccc2c(c1)N(Cc1ccccc1F)C(=O)c1ccccc1S2(=O)=O
    -20%	0%

# From PubChem BioAssay
